Compound activity deposited in PubChem by several laboratories.
HePTP inhibitor – blocks human HePTP tyrosine phosphatase; inhibition, % at 20 µM; hit rate 0.64% among 110,000; AID 521; recombinant HePTP phosphatase activity, OD absorbance; in the data active = inhibition above about 50%;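 note: plate controls were vehicle for no effect and reference inhibitor for full effect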
Target sequence (P35236 whole entry, looked up): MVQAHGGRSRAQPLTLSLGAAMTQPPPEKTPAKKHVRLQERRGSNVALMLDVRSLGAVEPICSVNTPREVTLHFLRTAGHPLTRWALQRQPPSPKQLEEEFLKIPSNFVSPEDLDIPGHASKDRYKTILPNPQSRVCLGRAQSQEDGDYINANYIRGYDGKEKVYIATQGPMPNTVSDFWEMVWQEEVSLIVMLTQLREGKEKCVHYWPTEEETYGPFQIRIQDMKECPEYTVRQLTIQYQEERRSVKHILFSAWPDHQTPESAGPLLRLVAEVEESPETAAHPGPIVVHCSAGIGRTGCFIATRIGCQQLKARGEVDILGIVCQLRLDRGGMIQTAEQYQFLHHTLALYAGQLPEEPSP
BAP1 inh – inhibitors of human BAP1 deubiquitinase; recombinant BAP1, Ub-AMC hydrolysis fluorescence kinetic; active compounds read low; activity remaining (% of control), % at 20 µM; hit rate 0.48% among 72,000;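 active = activity remaining at or below 50% of control, provided the compound also passes the data quality filters; inactive = the rest, including low values that fail the filters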;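 note: 100% = DMSO wells rate and 0% = substrate alone blank rate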
Target sequence (Q92560 whole entry, looked up): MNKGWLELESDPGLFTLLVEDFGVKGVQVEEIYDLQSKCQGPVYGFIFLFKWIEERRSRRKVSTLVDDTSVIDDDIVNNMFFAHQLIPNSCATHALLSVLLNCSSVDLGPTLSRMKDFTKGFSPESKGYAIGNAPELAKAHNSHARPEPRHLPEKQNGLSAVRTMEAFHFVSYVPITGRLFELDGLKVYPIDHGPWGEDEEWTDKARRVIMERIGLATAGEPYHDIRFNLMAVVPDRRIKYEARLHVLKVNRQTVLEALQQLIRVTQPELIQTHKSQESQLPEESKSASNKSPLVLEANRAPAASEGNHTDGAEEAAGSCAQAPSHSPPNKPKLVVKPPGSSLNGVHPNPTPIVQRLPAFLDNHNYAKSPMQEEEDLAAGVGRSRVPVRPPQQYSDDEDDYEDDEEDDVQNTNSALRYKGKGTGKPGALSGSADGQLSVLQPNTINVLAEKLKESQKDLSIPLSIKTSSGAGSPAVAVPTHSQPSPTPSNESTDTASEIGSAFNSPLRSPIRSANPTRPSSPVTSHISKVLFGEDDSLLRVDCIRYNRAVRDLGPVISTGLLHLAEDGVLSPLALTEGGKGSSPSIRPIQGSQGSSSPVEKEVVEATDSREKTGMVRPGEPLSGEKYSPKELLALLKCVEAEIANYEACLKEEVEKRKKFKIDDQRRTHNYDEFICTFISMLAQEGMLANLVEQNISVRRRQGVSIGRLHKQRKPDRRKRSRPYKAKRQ
The depositor's hits bear a star; / = not tested or not shown; & = joins results of further samples.

smiles | HePTP inhibitor | BAP1 inh
CCC(Sc1nnc2c3ccccc3n(C)c2n1)C(=O)N1c2ccccc2Sc2ccccc21 (stereo not drawn) | 10 | /
O=[N+]([O-])c1ccc(-c2nc3ccccc3c3nc4ccccc4n23)cc1 | / | 57
CCN(CC)CCn1nc(C)nc1-c1ccccc1O | 0 | 63
Cc1ccc(NC(=O)COc2ccc(Cl)c(C)c2)c(Br)c1 | -9 | /
CCc1ccccc1NC(=O)N1C2CCCC1CC(NC(=O)C(C)(C)C)C2 (stereo not drawn) | 5 | 120
O=C1/C(=C\c2ccc(-c3cccc(Cl)c3)o2)SC(=S)N1CCS(=O)(=O)O | 24 | /
O=C(CSc1nnc(NC(=O)c2ccco2)s1)NC1CCCC1 | 5 | 102
Oc1cnc2ccccc2c1CN1CCOCC1 | 10&10 | 126
N#Cc1cc2ccccc2nc1SCc1ccccn1 | 13 | 101
CCN(C(=O)c1cc(Cl)ccc1OC)c1ccccc1C | -18 | /
CC1=NN(c2cccc(C(=O)O)c2)C(=O)/C1=C\c1ccc(-c2cc([N+](=O)[O-])ccc2C)o1 | 56* | /
Cc1oc(C(=O)O)cc1CSCc1oc(-c2ccccc2)cc1C(=O)O | 4 | /
CC(C)Cn1c(SC(C)C(=O)Nc2ccc3c(c2)OCCO3)nc2ccccc2c1=O (stereo not drawn) | -2 | /
c1ccc2c(c1)CCN(c1ncnc3c1[nH]c1ccccc13)C2 | 6 | 107
O=C(NC1CCCC1)c1ccc(CS(=O)(=O)c2ccc(Br)cc2)o1 | 6 | 87

Marked active in HePTP inhibitor (from the list above):
smiles | HePTP inhibitor | BAP1 inh
CC1=NN(c2cccc(C(=O)O)c2)C(=O)/C1=C\c1ccc(-c2cc([N+](=O)[O-])ccc2C)o1 | 56* | /

The list continues.
smiles | HePTP inhibitor | BAP1 inh
CCOc1ccc(N(CC(=O)O)S(=O)(=O)c2cccnc2)cc1 | -5 | 93
CC(C)c1nc(-c2ccccn2)no1 | 0 | 99
O=C(CCOc1ccccc1)NCC(c1ccco1)N1CCCCC1 (stereo not drawn) | 4 | 100
COc1ccc(OC)c(NS(=O)(=O)c2ccc(Cl)s2)c1 | 3 | 99
O=C(Nc1nc(-c2cccs2)cs1)c1ccc(S(=O)(=O)N2CCCCC2)cc1 | 6&4 | 41*
Cc1c(C(=O)NCC2CCCO2)sc2nc(-c3ccc(F)cc3)cn12 (stereo not drawn) | -20 | 88
CCCCc1ccc(NC(=O)C2CCN(S(C)(=O)=O)CC2)cc1 | 1 | 147
CCCCn1c(=O)n(CC(O)c2ccccc2)c(=O)c2c1ncn2C1CCCC1 (stereo not drawn) | -9 | 93
COc1ccc(C)cc1N(CC(=O)NC1CCCC1)C(=O)CCC(=O)Nc1cc(C)on1 | 12 | 104
COc1ccc(C2NC(=O)NC(C)=C2C(=O)Nc2ccc(Cl)cc2)c(OC)c1 (stereo not drawn) | 5 | /
CC(=O)c1cccc(NC(=O)C2C3C=CC(C4CC34)C2C(=O)O)c1 (stereo not drawn) | 0 | /
O=[N+]([O-])c1ccc2nc3c4ccccc4n(CCCN4CCOCC4)c3cc2c1 | -16 | /
O=C(NCc1ccco1)c1ccc(NC(=O)C2COc3ccccc3O2)cc1 (stereo not drawn) | 7 | 147
COc1cc(CC(=O)OCC(=O)Nc2ncc(Cl)cc2Cl)cc(OC)c1OC | 3 | 93
O=C1OC(c2ccccc2)=N/C1=C\c1cccc(OC(F)(F)C(F)F)c1 | 8 | /
COc1ccc(NC(=O)C2CCCCN2S(=O)(=O)c2ccc(F)cc2)c(OC)c1 (stereo not drawn) | -1 | 109
CC1CCCN(Cc2nc3c(c(=O)n(C)c(=O)n3C)n2CCc2ccccc2)C1 (stereo not drawn) | / | 95
O=C(Nc1ccc(F)cc1)c1ccc([N+](=O)[O-])o1 | / | 61
CCOC(=O)Cc1csc(/C(=N/O)C(N)=O)n1 | 9 | 95
COc1ccc(Cc2nc3ccccc3c(=O)n2/N=C/c2c[nH]c3ccccc23)cc1OC | -3 | /
CCOc1ccc(OCC)c(NC(=O)C2CCN(c3nn4c(=O)cc(C)nc4s3)CC2)c1 | 6 | 92
COc1ccc(-c2oc3ncn4nc(Cc5ccccc5)nc4c3c2-c2ccc(OC)cc2)cc1 | 4 | /
c1ccc(CCn2nnnc2CN2CCN(C3CCCC3)CC2)cc1 | -6 | 99
CC1CCCN(c2c([N+](=O)[O-])c(=O)oc3ccccc23)C1 (stereo not drawn) | 12 | /
CCCCCn1c(-c2ccco2)nc2nc3ccccc3nc21 | 2 | 107
CCSCCOC(=O)C1=C(C)NC2=C(C(=O)CCC2)C1c1ccccc1OC(C)C (stereo not drawn) | 6 | /
CC(Cc1cccs1)NC(=O)Nc1ccccc1 (stereo not drawn) | 1 | 81
COc1ccc(CCNC(=O)CCn2c(SCC#N)nc3ccccc3c2=O)cc1OC | 6 | /
COc1cccc(/C=C2\SC(=S)N(c3cccc(F)c3)C2=O)c1O | -7 | /
c1ccc(CC2NCCc3c2[nH]c2ccccc32)cc1 (stereo not drawn) | / | 89

Some values from the entries so far:
Reading of `CCOC(=O)Cc1csc(/C(=N/O)C(N)=O)n1` in HePTP inhibitor: 9
Reading of `CCCCc1ccc(NC(=O)C2CCN(S(C)(=O)=O)CC2)cc1` in HePTP inhibitor: 1
Reading of `O=C(NCc1ccco1)c1ccc(NC(=O)C2COc3ccccc3O2)cc1` (stereo not drawn) in HePTP inhibitor: 7
Reading of `COc1cccc(/C=C2\SC(=S)N(c3cccc(F)c3)C2=O)c1O` in HePTP inhibitor: -7
Reading of `COc1ccc(NC(=O)C2CCCCN2S(=O)(=O)c2ccc(F)cc2)c(OC)c1` (stereo not drawn) in HePTP inhibitor: -1

The listing continues.
smiles | HePTP inhibitor | BAP1 inh
CC(=O)Nc1cccc(N(C)S(C)(=O)=O)c1 | -6 | 66
O=S(=O)(NCc1cccnc1)c1cccc2cccnc12 | 5 | 102
O=C(Cn1nc(Cc2cccnc2)c2ccccc2c1=O)N1CCN(c2ccccn2)CC1 | 12 | 86
Cc1ccc(C)c(NC(=S)NC(NC(=O)c2ccccc2F)C(Cl)(Cl)Cl)c1 (stereo not drawn) | -8 | /
CCN(CC)CCCCCCOc1ccccc1Br | 4 | /
Nc1nc(SCC(=O)NCCCO)nc2sc3c(c12)CCC3 | -6 | 91
Cc1cc(=O)n(C)c(=O)n1CC(=O)N1CCCCCC1 | -1 | 104
Cc1noc(C(=O)Nc2c(C)nn(Cc3ccccc3)c2C)c1Cl | 4 | 99
Cn1c(CNc2ccccc2)nc2ccccc21 | 9&-1 | 90
COC(=O)c1ccccc1S(=O)(=O)N(Cc1cc2cc3c(cc2[nH]c1=O)OCO3)C1CCCCC1 | -8 | /
Cc1ccc(C(=O)CSc2nnc(-c3cccnc3)n2N)cc1 | 3 | 106
COc1ccc(CNC(=O)C2CC(c3ccc(OC)cc3)=NO2)cc1 (stereo not drawn) | 5 | 101
CCOC(=O)c1c(C)c(C(=O)O)n(C)c1C | 5 | 98
Cc1cc(C)c(C#N)c(SCC(=O)Nc2ccc([N+](=O)[O-])cc2)n1 | 4 | /
Cc1cc(C)c2cccc(NC(=S)NC(=O)c3cccc([N+](=O)[O-])c3)c2n1 | -2 | /

Part of the list above in order of number of heavy atoms, ascending.
smiles | HePTP inhibitor | BAP1 inh
CCN(CC)CCCCCCOc1ccccc1Br | 4 | /
Cc1cc(C)c(C#N)c(SCC(=O)Nc2ccc([N+](=O)[O-])cc2)n1 | 4 | /
O=C(Cn1nc(Cc2cccnc2)c2ccccc2c1=O)N1CCN(c2ccccn2)CC1 | 12 | 86

The list goes on.
smiles | HePTP inhibitor | BAP1 inh
Cc1[nH]c2c(C)cccc2c(=O)c1Br | 7 | 97
CCCN1CCC(=NNC(=O)c2ccc(OC)c(OC)c2)CC1 | -7 | /
CCOc1ccc(-c2n[nH]c(=S)o2)cc1 | 10 | /
C=CCN1C(=O)/C(=C\c2ccc(SC)cc2)C(=O)NC1=S | -12 | /
CCOC(=O)c1cccc(NC(=O)CSc2nnnn2CC)c1 | 2 | 86
Fc1cnc(N2CCOCC2)nc1N1CCN(c2ccccc2)CC1 | 4 | /
O=C(NC[n+]1ccccc1)c1ccc(Cl)cc1 | -5 | /
O=C1CSC(c2ccc(Cl)cc2)N1 (stereo not drawn) | 4 | /
Cc1ccc(Cn2c(CN3CCN(C(=O)c4ccco4)CC3)nc3c2c(=O)n(C)c(=O)n3C)cc1 | 2 | 144
CNc1nc(Nc2nc(C)cc(C)n2)nc(OCC(F)(F)F)n1 | 4 | /
CCOc1ccc(/C=C2/C(=O)NC(=O)N(c3ccc(OCC)cc3)C2=O)cc1 | 1 | /
O=C(NC1CCCCC1)C(c1ccco1)N(C(=O)c1csnn1)C1CCCC1 (stereo not drawn) | 2 | 86
O=C(O)CCCN1C(=O)C(=O)/C(=C(/O)c2ccccc2)C1c1ccc([N+](=O)[O-])cc1 (stereo not drawn) | 6 | /
CC(C)COC(=O)C(C#N)c1nc2ccccc2nc1N1CCN(Cc2ccccc2)CC1 (stereo not drawn) | 13 | 101
Cc1cccc(C=Nc2ccc3c(c2)oc2ccccc23)c1O | 2 | /
c1ccc2c(c1)CCCN2c1nc2ccccc2n2cnnc12 | 0 | 75
CC(=O)NC1=NN(C(C)=O)C(c2ccc(F)cc2)S1 (stereo not drawn) | -3 | 91
C[n+]1cc(N)cc2ccccc21 | 0 | /
O=S(=O)(c1ccc(Cl)cc1)N1CCN(CCCc2ccccc2)CC1 | 10 | /
CCOc1ccc(C(NC=O)c2ccc(OC)c(OC)c2)cc1 (stereo not drawn) | 2 | /
N#CCCN1CCN(C(=S)c2ccc(-c3ccc(Cl)c(Cl)c3)o2)CC1 | -2 | 79
O=C(NC1CCCCC1)N1CCN(CCc2ccccc2)CC1 | 2 | 50
CCn1cc(C(=O)NCc2ccc3c(c2)OCO3)c(=O)c2ccc(C)nc21 | 3 | 70
COc1cc([N+](=O)[O-])cc(/C=C2/C(=O)NC(=O)N(c3ccc(C(C)C)cc3)C2=O)c1O | -11 | /
CC(C)c1ccc(/C=C(\NC(=O)c2ccccc2)C(=O)NCCCN(C)C)cc1 | 6 | /
COc1ccc(C2C(C#N)=C(N)Oc3cc4c(cc32)OCO4)cc1 (stereo not drawn) | 10 | 93
Cn1c(=O)c(C(=O)Nc2cccnc2)c(O)c2ccccc21 | -3 | 109
C=CCN1C(=O)/C(=C\c2cc(Cl)c(O)c(OCC)c2)C(=O)NC1=S | -9 | /
Cc1ccc(N2C(=O)/C(=C/c3cccc(Br)c3)SC2=S)cc1C | 2 | /
Cn1c(/N=C/c2c[nH]c3ccccc23)nc2ccccc21 | 10 | 82
COc1cc(-c2nc(-c3ccccc3)c(-c3ccccc3)[nH]2)ccc1OCC(=O)O | 2 | /
O=C(Cn1nnc(-c2ccccc2)n1)OC1CCOC1=O (stereo not drawn) | 10 | 100
O=C(Cn1c(NCCO)nc2ccccc21)c1cccc2ccccc12 | -10 | /
CN(C(=O)COC(=O)COc1ccccc1F)C1CCS(=O)(=O)C1 (stereo not drawn) | 9 | 98
O=C(NC(=S)Nc1ccc(NC(=O)c2ccco2)cc1)c1ccco1 | 12 | /
COc1ccc(OC)c(-n2nnnc2SCC(=O)Nc2nc(C)c(C)s2)c1 | -5 | 107
CN(C)c1ccc(NC2=NC3(CCCC3)N=C(N)N2)cc1 | 1 | /
COc1cccc(N(CC(=O)Nc2ccc(Br)cc2)S(=O)(=O)c2ccccc2)c1 | -6 | /
CCCCCc1c(C)nc(N2CCc3ccccc3C2)[nH]c1=O | 9 | 59
COc1cc(/C=N/NC(=O)c2cccnc2)cc(OC)c1O | 1 | /
Cc1cccc(N2CSC3=C(C#N)C(c4ccc(C)o4)CC(=O)N3C2)c1 (stereo not drawn) | / | 70
O=c1oc2cc(OCCO)ccc2c2c1CCC2 | -6 | /
O=c1c2c(nc3cc(-c4ccco4)[nH]n13)CCS2 | 100* | /
O=C(O)CCCCCN1C(=O)C(=O)/C(=C(/O)c2ccc(F)cc2)C1c1ccccc1F (stereo not drawn) | -5 | /
O=[N+]([O-])c1cccc(C=Nc2ccc(S(=O)(=O)c3ccc(N=Cc4cccc([N+](=O)[O-])c4)cc3)cc2)c1 | / | 70
Cc1ccc(-c2nc3cc(NC(=O)C(C)C)ccc3o2)cc1 | 6&-14 | 72
CCCC1(C(=O)OC)NC(c2ccc(OC)c(OC)c2)C2C(=O)N(c3ccc4c(c3)OCO4)C(=O)C21 (stereo not drawn) | 9 | 108
CCOCCOC(=O)c1ccc(NC(=O)COc2ccc(Br)cc2)cc1 | -13 | /
COc1nc(OC)nc(N2CCC(C(=O)NCc3ccco3)CC2)n1 | -2 | 95
O=C(O)CCc1nc(-c2ccccc2Cl)no1 | 6 | 90
O=C(NCc1ccccn1)Nc1cccc(NC(=O)NCc2ccccn2)c1 | 6 | 113
Cc1c(NS(=O)(=O)c2ccccc2)cccc1[N+](=O)[O-] | 4 | /
CC(NC(=O)C1CCC(=O)N1Cc1ccc(F)cc1)c1ccc2c(c1)OCCO2 (stereo not drawn) | 6 | 88
O=C(COc1ccccc1Cl)NNC(=O)c1cc2ccccc2cc1O | 8 | /
CCOC(=O)C(=O)Nc1cccc([N+](=O)[O-])c1C | 10 | /
Cc1cc(OCc2ccc([N+](=O)[O-])cc2)c2c(-c3ccccc3)cc(=O)oc2c1 | 3 | 53
NC1=NC(=O)/C(=C/c2ccccc2OCc2cccc3ccccc23)S1 | 4 | /
CN1CCN(c2nc(N3CCN(CCO)CC3)nc3ccccc23)CC1 | 4 | 100
COc1ccc(-n2c(Cn3c(=O)sc4ccccc43)nnc2SCC(=O)N2CCOCC2)cc1 | 5 | 98
COc1ccc(OCCC(=O)NC2=NCCS2)cc1 | 2 | 130
O=S(=O)(NCCOc1cccc2cccnc12)c1ccc(F)cc1 | 6 | 60
COC(=O)c1ccc(N=c2sc(C(=O)OC)cc(=O)n2C)cc1 | -6 | 92

Pulled by compound from the list above:
smiles | HePTP inhibitor | BAP1 inh
CCCN1CCC(=NNC(=O)c2ccc(OC)c(OC)c2)CC1 | -7 | /
CC(NC(=O)C1CCC(=O)N1Cc1ccc(F)cc1)c1ccc2c(c1)OCCO2 (stereo not drawn) | 6 | 88
Cc1cccc(C=Nc2ccc3c(c2)oc2ccccc23)c1O | 2 | /
